Screening data from PubChem BioAssay.
NPR1 activator: GC-A (human) enzyme activation | P16066 | HEK293 GC-A cells, cGMP TR-FRET, EC30 ANP; 0% at EC30 ANP, 100% saturating ANP | activation, % at 10 µM | 370,000 compounds, 0.14% hits | AID 1671463; in the data active = activation above about 40%
SMARCA2 activ: SMARCA2 function activation, primary screen | MG213 cells, MMTV-luciferase reporter, dexamethasone, overnight | activation, % at 9.1 µM | 370,000 compounds, 1% hits; in the data active = activation above about 7.8%;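 note: 0% = vehicle wells and 100% = reference activator wells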
GC-B act: GC-B (human) receptor activation | P20594 | HEK293-GC-B cells, CNP EC30, cGMP TR-FRET; 0% at EC30 CNP, 100% saturating CNP | activation, % at 10 µM | 370,000 compounds, 0.11% hits | AID 1920062;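 active = activation at 10 µM reaching about 35% in either raw or pattern-adjusted values, limit read from the data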
Target sequence (P20594 whole entry, looked up): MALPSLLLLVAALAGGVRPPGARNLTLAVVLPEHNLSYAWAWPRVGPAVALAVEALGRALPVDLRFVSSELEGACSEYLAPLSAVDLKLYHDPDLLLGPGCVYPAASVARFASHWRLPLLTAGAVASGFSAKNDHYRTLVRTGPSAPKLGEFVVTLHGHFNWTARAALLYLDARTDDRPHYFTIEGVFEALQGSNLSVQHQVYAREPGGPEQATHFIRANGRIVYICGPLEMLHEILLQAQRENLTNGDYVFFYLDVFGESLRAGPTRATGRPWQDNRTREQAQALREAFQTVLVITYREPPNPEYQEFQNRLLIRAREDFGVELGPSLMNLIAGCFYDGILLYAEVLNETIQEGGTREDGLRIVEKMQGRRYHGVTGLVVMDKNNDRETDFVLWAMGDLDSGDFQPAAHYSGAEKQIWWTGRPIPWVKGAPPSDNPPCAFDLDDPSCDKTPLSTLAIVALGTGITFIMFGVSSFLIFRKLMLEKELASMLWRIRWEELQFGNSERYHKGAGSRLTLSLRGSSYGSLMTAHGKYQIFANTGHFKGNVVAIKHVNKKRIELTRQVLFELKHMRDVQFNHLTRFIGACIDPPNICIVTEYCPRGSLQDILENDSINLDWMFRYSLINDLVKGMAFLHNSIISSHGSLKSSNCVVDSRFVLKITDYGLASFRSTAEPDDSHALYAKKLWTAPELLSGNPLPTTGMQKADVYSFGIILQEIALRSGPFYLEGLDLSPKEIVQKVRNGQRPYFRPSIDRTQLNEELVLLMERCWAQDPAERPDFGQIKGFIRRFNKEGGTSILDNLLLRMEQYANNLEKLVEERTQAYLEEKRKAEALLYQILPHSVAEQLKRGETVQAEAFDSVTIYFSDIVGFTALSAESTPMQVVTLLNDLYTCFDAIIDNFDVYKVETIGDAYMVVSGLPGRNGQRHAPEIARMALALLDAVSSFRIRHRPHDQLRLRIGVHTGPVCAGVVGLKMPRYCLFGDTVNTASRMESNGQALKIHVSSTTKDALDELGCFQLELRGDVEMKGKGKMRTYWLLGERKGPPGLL
DAX1 inh-1: DAX1 (NR0B1) inhibition, primary screen; HEK293T StAR-luciferase reporter, SF-1/DAX-1 repression relief; inhibition, % at 6.8 µM; 370,000 compounds, 1.1% hits; AID 652010;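 active = inhibition above the mean over all tested compounds plus 3 SD, cut at about 3.6% in these data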;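 note: 0% = DAX-1 cells with DMSO and 100% = cells lacking DAX-1 with DMSO; higher inhibition means more luminescence from relief of DAX-1 repression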
DAX1 inh-2: inhibitors of human orphan nuclear receptor DAX1 (NR0B1) | 340,000 compounds, 0.99% hits | inhibition, % at 6.75 µM | HEK293 Gal4-DAX1 luciferase reporter, luminescence | P51843 | AID 504766;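 active = inhibition above the mean over all tested compounds plus 3 SD, cut at about 4.2% in these data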;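 note: 0% = DAX1-transfected cells with DMSO and 100% = empty-vector control cells with DMSO; inhibition shows as a rise in luminescence from relieved DAX1 repression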
hcDAF-12 act: activates DAF-12 receptor from parasite H. contortus; AID 652067; 370,000 compounds, 1.4% hits; activation, % at 6.8 µM; HEK293 hcDAF-12 lit1-tk-luc reporter, luminescence; 0% DMSO, 100% Δ7-dafachronic acid;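 active = activation above the mean of all tested compounds plus 3 SD, cut at about 5.5% in these data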;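 note: 100% = response to 3 µM Δ7-dafachronic acid high control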
GAA850 FXN act: increases GAA850 frataxin promoter reporter activity; activation, % at 6 µM; 360,000 compounds, 0.56% hits; AID 540364; HEK293 lucGAA850 FXN promoter luciferase reporter, 24 h; percent of 10 µM SAHA response;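 active = activation above the average of all compounds screened plus 3 SD, cutoff fixed separately per campaign, cut at about 7.5% in these data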;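 note: 0% = DMSO wells and 100% = 10 µM SAHA wells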
proKLK7 act: activates the human kallikrein-7 zymogen. P49862. purified proKLK7, EDANS-DABCYL substrate fluorescence; 100% is mature enzyme control, 0% vehicle. activation, % at 7 µM. 370,000 compounds, 0.9% hits;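 active = activation above the mean of all tested compounds plus 3 SD, computed per campaign excluding outliers beyond control limits, cut at about 13% in these data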
ssDAF-12 act: S. stercoralis DAF-12 activation, primary screen; HEK293 ssDAF-12/GRIP1 lit1-tk-luc reporter, luminescence; % of 3 µM dafachronic acid response; activation, % at 6.8 µM; 370,000 compounds, 1% hits; AID 652126;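 active = activation above the mean over all tested compounds plus 3 SD, cut at about 0.9% in these data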;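 note: 0% = DMSO-only wells and 100% = 3 µM delta7-dafachronic acid wells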
HGIII-sPLA2 inh: Inhibits HGIII-sPLA2 liposome hydrolysis, primary screen | Q9NZ20 | QFRET BODIPY PC-A2 liposome hydrolysis, fluorescence | inhibition, % at 12.2 µM | 370,000 compounds, 0.56% hits | AID 743126;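 active = inhibition above mean plus 3 SD of compounds lying within the high and low control bounds, cut at about 19% in these data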;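 note: 0% = median of test compound wells and 100% = no enzyme DMSO wells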
hgDAF12 agonist: hgDAF-12 agonism, primary luciferase screen. activation, % at 6.8 µM. AID 687014. 370,000 compounds, 1.8% hits. HEK293 GAL4-hgDAF12 UAS-luciferase reporter, agonist luminescence; normalized to butyrate control;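 active = activation above a cutoff set at the mean of all screened compounds plus 3 SD, cut at about 10% in these data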;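 note: 0% = DMSO wells and 100% = sodium butyrate wells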
An asterisk follows results filed as active; / = not tested or not shown.

SMILES	NPR1 activator	SMARCA2 activ	GC-B act	DAX1 inh-1	DAX1 inh-2	hcDAF-12 act	GAA850 FXN act	proKLK7 act	ssDAF-12 act	HGIII-sPLA2 inh	hgDAF12 agonist
O=C(NC(=S)Nc1cccc(Cl)c1N1CCOCC1)c1cccs1	1	1	5	0.4	1.6	-0.6	2.1	0.0	-1.4	2	-0.3
OC(c1cccc(Cl)c1)c1nc(-c2ccc3c(c2)OCO3)cs1 (stereo unspecified)	2	0	0	-0.3	/	-1.1	2.9	0.4	-1.1	-27	1.2
CC1(C(=O)NS(=O)(=O)c2cccc(F)c2)CCN1C(=O)c1cccc2ccccc12 (stereo unspecified)	1	-2	-5	-0.7	/	-1.4	-0.8	0.3	-1.5	12	-1.1
Cc1cc(C)c2c(N)c(C(=O)Nc3ccccc3Cl)sc2n1	7	2	-7	-0.4	/	1.9	5.8	-0.1	-0.5	-1	0.3
c1ccc(CNC2=NCCCC2)cc1	-1	-3	2	0.6	0.0	0.1	2.1	0.7	-0.9	10	0.6
C=CCc1cccc2cc(C(=O)N3CCN(C(=O)OCC)CC3)c(=O)oc12	-5	4	2	0.0	0.0	-0.5	-1.7	1.3	-1.7	1	0.3
c1ccc2c(c1)oc1c(-c3cccc4nccn34)cccc12	2	-3	10	-0.7	/	-2.5	2.4	-12	-1.0	-6	1.4
O=C(Cc1cccc(C(F)(F)F)c1)Nc1ccc(S(=O)(=O)N2CCCC2)cc1	-2	-3	4	-1.6	0.1	-1.1	-1.4	-0.2	-1.8	-22	-0.1
COn1c(=O)c(-c2ccccc2)[n+]([O-])c2ccccc21	1	-1	2	-0.2	-0.3	-1.9	1.9	-0.6	-1.2	-1	0.9
Cn1ccnc1Sc1cc(Cl)ccc1[N+](=O)[O-]	-3	2	0	0.0	-0.1	-1.7	1.0	0.0	-0.8	5	-0.6
Cc1nc(SCC(=O)c2ccc(F)cc2)c([N+](=O)[O-])[nH]1	-5	-2	-8	0.3	0.5	-0.5	-0.8	-0.2	-1.1	-18	0.2
Cc1nn(C)c(C)c1C1C(C#N)=C(N)OC2=C1C(=O)CC(C)(C)C2 (stereo unspecified)	1	-1	5	-0.1	-0.1	2.4	1.1	-0.5	-1.0	6	-3.7
O=C(CCC(=O)OCc1ccc(Cl)cc1)Nc1cccc([N+](=O)[O-])c1	-4	6	-3	-0.2	-1.9	-0.2	-0.5	-0.7	-0.9	4	-1.7
O=c1ccc2c(o1)/C(=C/C=C(Cl)Cl)CCC2	-1	4	2	-0.1	0.7	-0.9	2.2	2.6	-0.8	0	-0.1
O=C1NCCOC(=O)[C@H](Cc2ccc(F)cc2)CC/C=C/C[C@@H]1CC(=O)N(CCO)Cc1ccccc1	-3	0	2	-0.7	-1.5	0.6	-1.8	0.4	-1.5	-2	-2.7
COc1cc(/C=C/C(=O)c2ccccc2O)cc(OC)c1OC	-9	0	-14	-0.6	1.0	-1.7	-0.1	-0.3	-1.7	4	2.0
CCCCC1CC(C)(C(=O)CSc2nc3ccccc3s2)OC1=O (stereo unspecified)	5	-1	0	0.7	-0.6	-0.2	-0.9	-0.9	-1.4	-26	-0.5
O=C(N[C@H](C(=O)N1CCC[C@H]1C(=O)NCCc1ccccc1Cl)c1ccccc1)C1CCCC1	-7	-3	-4	-1.0	/	-2.0	/	0.4	-1.4	10	2.0
CC1=C(C(=O)NCc2ccc3c(c2)OCO3)C2(CCC(C)CC2)OC1=O (stereo unspecified)	-1	6	-2	0.1	0.1	-2.2	-1.2	0.4	-1.7	-1	3.1
CN(C)S(=O)(=O)c1cc(NC(=O)c2ccc(-n3ccnc3)c([N+](=O)[O-])c2)ccc1Cl	-5	-5	-3	-1.2	-1.6	-4.3	0.2	0.4	-1.6	-11	-3.6
COc1ccc(-c2ccc(CN3C(C)C(=O)N(Cc4cn(CCC5OCCCO5)nn4)CCS3(=O)=O)cc2)cc1 (stereo unspecified)	7	0	-1	-1.4	0.0	-3.7	0.0	0.6	-1.5	-17	-1.9
Cc1ccccc1N1CCN(C(=O)CCn2nnc3ccccc32)CC1	-6	3	-4	2.9	/	8.5*	/	0.1	-0.4	1	13*
COC1(c2cc(-c3ccccc3)nc(N)n2)CCCCC1	1	-3	-3	-0.5	0.5	-1.1	-0.2	-0.1	-1.0	0	1.4
COc1ccc(OCC(=O)N2CCN(c3nnc(-c4ccc(C)cc4)c4ccccc34)CC2)cc1	-3	-8	2	-1.0	-0.3	-2.8	0.3	-0.1	-2.5	-4	-3.6
O=C(/C=C/c1c(F)cccc1Cl)Nc1ncccn1	3	3	-2	2.1	4.6*	5.0	3.8	-0.5	-0.3	-4	6.1
O=C(c1ccc(NC(=O)C2(c3ccccc3)CCCC2)cc1)N1CCOCC1	-1	-3	-2	0.2	/	-1.3	0.6	-0.1	-1.2	-3	-2.5
CC(C)c1nnc(NC(=O)CCC(=O)Nc2ccc(Cl)cc2)s1	2	0	-1	0.3	1.0	1.0	0.4	-0.4	-0.8	3	1.3
CCCCC(CC)C(=O)Nc1ccccc1C(=O)NC(C)C (stereo unspecified)	0	-2	6	-1.0	-1.8	-0.7	2.6	-0.2	-1.4	-2	-2.1
COC(=O)C1=NN(C(C)(C)CC(C)=O)C2C(=O)N(C3CCCCC3)C(=O)C12 (stereo unspecified)	-1	-1	0	0.2	-0.6	-0.9	3.1	1.9	-1.0	-3	1.4
COc1ccc(NC(=O)CCS(=O)(=O)c2cc3c(cc2Cl)NC(=O)CO3)cc1OC	-1	2	-4	-0.2	0.9	-1.2	1.3	1.0	-0.7	2	-0.9
O=C(NC1CC1)C1=COCCO1	1	0	2	0.1	-0.8	-0.7	0.3	0.1	-0.9	-1	0.0
C/C(=N\NC(=O)c1ccc(F)cc1)c1ccc(N2CCOCC2)cc1	1	0	9	-0.2	1.2	-0.8	1.3	1.4	-1.4	-3	0.4
NNC(=O)c1ccccc1-n1cccc1	3	-2	3	-0.1	-0.9	2.7	3.0	-0.2	-1.2	-7	0.5
O=C(O)CCC(=O)Nc1ccc(Oc2ncnc3cc(Cl)ccc23)nc1	3	-5	-2	0.0	/	-0.4	1.1	0.8	-0.9	9	-0.4
Cc1cc(C)nc(-n2ncc(C#N)c2N)n1	-3	-1	6	-1.4	1.0	-1.8	0.1	0.6	-1.9	-2	3.1
CCOC(=O)C1=C(CCl)NC(=O)NC1c1ccc2c(c1)OCO2 (stereo unspecified)	-5	-2	2	-0.6	1.7	-2.1	-4.6	0.0	-0.8	-2	1.8
Cc1ccc(NC(=O)C2C3C=CC4(CN(Cc5cccnc5)C(=O)C24)O3)cc1F (stereo unspecified)	2	-1	3	-0.4	2.6	0.2	0.6	0.0	-0.2	-2	2.6
Cc1ccc(Cc2nc3ccccc3n2C(CCc2ccccc2)c2nc3ccccc3[nH]2)cc1 (stereo unspecified)	-20	3	-11	2.7	/	-0.1	/	-0.5	-1.1	-1	2.5
CCCc1cc2c(cc1NC(=O)c1ccccc1Cl)OCO2	-1	-3	-4	-0.2	-0.1	-0.7	0.7	-0.4	-0.9	1	-2.4
CNc1nnc(CSc2nc3ccccc3s2)s1	2	4	3	0.8	1.0	1.8	2.7	0.1	-1.1	-1	8.9
Cc1ccc(OCC(O)Cn2c(N)nc3c2c(=O)n(C)c(=O)n3C)cc1 (stereo unspecified)	-2	0	-3	-0.5	-1.2	-1.4	1.2	-0.1	-1.4	2	-2.4
CC1CCc2c(sc3ncnc(N4CCOCC4)c23)C1 (stereo unspecified)	1	4	-3	-0.2	-0.4	-1.6	2.0	0.1	-1.1	1	-0.2
COc1ccc(NC(=O)c2cc(S(=O)(=O)N3CCOCC3)cn2C)cc1Cl	-29	-1	-23	-0.4	1.9	-0.8	1.2	0.3	-1.0	-10	-1.0
CCc1ccc(-c2nc(SCC(=O)c3c(N)n(C4CC4)c(=O)[nH]c3=O)n[nH]2)cc1	-2	0	-6	0.9	-0.8	-0.2	2.6	0.6	-0.6	7	0.8
CCCNC(=O)CN(C1CCCCC1)S(C)(=O)=O	1	1	-2	-0.1	-0.5	-1.8	-1.0	0.8	-1.6	8	-3.6
Cc1ccc2nc(N3CCN(C(=O)CCC(=O)O)CC3)nc(-c3ccccc3)c2c1	7	2	11	-0.5	-1.4	-0.7	2.7	27*	-1.0	-4	0.1
Cc1nc(N)sc1-c1csc(Nc2cc(N(C)C)ccc2Cl)n1	-9	-1	0	-0.5	-1.2	-1.8	0.1	-0.1	-0.8	9	-0.9
O=C(O)CC1(CC(=O)NCc2ccccn2)CCCCC1	-2	-2	-3	0.1	-0.6	-0.4	-0.1	0.3	-0.4	-3	0.1

3 entries out of the list, sorted by number of heavy atoms, high to low:
SMILES	NPR1 activator	SMARCA2 activ	GC-B act	DAX1 inh-1	DAX1 inh-2	hcDAF-12 act	GAA850 FXN act	proKLK7 act	ssDAF-12 act	HGIII-sPLA2 inh	hgDAF12 agonist
Cc1ccc(Cc2nc3ccccc3n2C(CCc2ccccc2)c2nc3ccccc3[nH]2)cc1 (stereo unspecified)	-20	3	-11	2.7	/	-0.1	/	-0.5	-1.1	-1	2.5
Cc1ccc2nc(N3CCN(C(=O)CCC(=O)O)CC3)nc(-c3ccccc3)c2c1	7	2	11	-0.5	-1.4	-0.7	2.7	27*	-1.0	-4	0.1
CCc1ccc(-c2nc(SCC(=O)c3c(N)n(C4CC4)c(=O)[nH]c3=O)n[nH]2)cc1	-2	0	-6	0.9	-0.8	-0.2	2.6	0.6	-0.6	7	0.8

(listing goes on)
SMILES	NPR1 activator	SMARCA2 activ	GC-B act	DAX1 inh-1	DAX1 inh-2	hcDAF-12 act	GAA850 FXN act	proKLK7 act	ssDAF-12 act	HGIII-sPLA2 inh	hgDAF12 agonist
CN(C)CCNC(=O)c1onc(CSc2ccncc2)c1C(=O)NCCN(C)C	2	0	6	0.2	-0.1	-0.3	1.0	0.0	-0.8	6	-1.2
O=C(Cn1nnc(-c2cccs2)n1)NCc1ccccc1	0	-1	2	-0.3	-1.3	0.1	3.0	-0.1	-1.1	-1	0.0
CCN(CC)S(=O)(=O)c1ccc(C(=O)Nc2nnc(-c3ccco3)o2)cc1	-5	-4	0	-0.7	-1.0	-2.8	2.2	0.5	-1.4	-7	-3.0
O=C(N/N=C/c1ccc(N2CCCC2)c([N+](=O)[O-])c1)c1cccnc1	-7	-2	-7	-0.5	2.2	0.7	0.9	-0.2	-0.7	5	4.7
CCCCOC(=O)N1CCOCCOCCOCCOCC1	-1	-1	4	-0.1	-0.9	-0.2	0.4	-0.2	-0.8	2	2.2
C/C=C/C(=O)N1CCC(C(=O)NC2CCCc3ccccc32)CC1 (stereo unspecified)	3	-6	-1	0.2	/	-1.0	/	-0.3	-0.9	1	0.8
COc1ccc(COC[C@H](C)[C@H](O)[C@@H](C)[C@H]2OC(=O)[C@@H]2C)cc1	-2	-1	4	-0.1	-0.4	-1.2	1.5	-0.2	-1.7	5	1.2
COc1ccc(O)c(C2NC(CC(C)C)(C(=O)O)C3C(=O)N(Cc4ccccc4)C(=O)C23)c1 (stereo unspecified)	6	2	-5	-0.3	-0.3	1.1	1.0	0.4	-1.6	-2	0.2
CCN(CC)C(=O)c1cc2sc3ccccc3c2s1	1	5	-9	1.4	2.1	1.2	7.2	0.8	-0.7	-14	12*

No enrichment for hits, and some 6.7% of all compounds hit somewhere here.
